cytoskel mod: cytoskeleton assembly modification | HUVEC TNFa F-actin phalloidin imaging, high content | inhibition, % at 2 µM | 91,000 compounds, 0.18% hits | AID 836;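 active means inhibition above the batch mean plus 3 SD and confirmed as a hit by visual image inspection, cut at about 30% in these data, passing the limit was not always enough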; further: strong numbers were not always called active
Smad3 inh: Smad3 (human) transcription factor binding inhibition. 88,000 compounds, 0.29% hits. inhibition, % at 25 µM. P84022. TR-FRET Smad3/Dy647-FoxH1 peptide binding, europium anti-His;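 active means compounds that reduce the energy-transfer binding signal between the protein and its labelled peptide by more than half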;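 further: 0% = Smad3 plus labelled peptide maximal FRET and 100% = peptide-only background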
Target sequence (P84022 whole entry, looked up): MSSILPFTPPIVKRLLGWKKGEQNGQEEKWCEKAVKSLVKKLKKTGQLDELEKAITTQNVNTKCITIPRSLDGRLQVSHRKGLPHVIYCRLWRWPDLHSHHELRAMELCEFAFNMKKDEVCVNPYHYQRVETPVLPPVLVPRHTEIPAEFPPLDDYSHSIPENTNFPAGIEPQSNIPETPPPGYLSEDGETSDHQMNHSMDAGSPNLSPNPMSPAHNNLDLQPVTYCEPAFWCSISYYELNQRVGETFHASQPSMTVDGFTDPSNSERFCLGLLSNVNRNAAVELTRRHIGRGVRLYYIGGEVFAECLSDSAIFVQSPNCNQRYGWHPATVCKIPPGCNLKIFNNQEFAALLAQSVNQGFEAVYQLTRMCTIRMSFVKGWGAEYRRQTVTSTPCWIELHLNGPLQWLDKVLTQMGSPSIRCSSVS
VCAM1 TNFa inh: reduces TNF alpha induced VCAM1 expression in HUVEC. HUVEC TNFa-induced VCAM-1 immunofluorescence, high-content imaging. inhibition, % at 2 µM. 95,000 compounds, 0.48% hits. AID 802;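 active means inhibition above the batch mean plus 3 SD, with images confirmed as a hit by eye, cut at about 37% in these data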;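 further: 0% = TNF-stimulated DMSO wells and 100% = unstimulated control wells; not every result past the cut was called active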
ERb SRC1 inh: blocks coactivator binding to human estrogen receptor beta | Q92731 | TR-FRET ER-beta LBD / SRC1-Cy5 peptide binding; receptor agonist-loaded with 1 µM estradiol | inhibition, % at 25.6 µM | 86,000 compounds, 1.3% hits | AID 633;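 active means compounds whose percent inhibition of the receptor-coactivator binding signal exceeds about 50% in the single-dose screen, limit read from the data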;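 further: 0% = receptor plus peptide wells without compound and 100% = peptide-only wells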
TNFa cytotox: HUVEC cytotoxicity counter-screen, TNF alpha stimulated | 93,000 compounds, 0.17% hits | cell count reduction, % at 2 µM | HUVEC TNFalpha-stimulated, Hoechst cell count, imaging;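 active means cell count reduction exceeding the screen mean by over 5 SD, scaled to untreated wells per plate, cut at about 78% in these data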;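 further: cells counted after 24 h of TNF alpha exposure following the 1 h pretreatment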
HUVEC tox IL1B: toxic to HUVEC cells under IL-1B stimulation; HUVEC cell count loss, Hoechst imaging, IL-1B stimulated; 94,000 compounds, 0.41% hits; cell count reduction, % at 2 µM;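 active means cell count reduction more than 3 SD above the screen-wide mean, cut at about 70% in these data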;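 further: normalized per plate to untreated control cells as the no-loss baseline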
sEH act: soluble epoxide hydrolase (human) activation; activation, % at 2 µM; P34913; purified human sEH enzymatic activity, activator screen; 91,000 compounds, 0.04% hits; in the data active means activation above about 37%; further: values of inactives mirror those of a sister screen read the other way
Target sequence (P34913 whole entry, looked up): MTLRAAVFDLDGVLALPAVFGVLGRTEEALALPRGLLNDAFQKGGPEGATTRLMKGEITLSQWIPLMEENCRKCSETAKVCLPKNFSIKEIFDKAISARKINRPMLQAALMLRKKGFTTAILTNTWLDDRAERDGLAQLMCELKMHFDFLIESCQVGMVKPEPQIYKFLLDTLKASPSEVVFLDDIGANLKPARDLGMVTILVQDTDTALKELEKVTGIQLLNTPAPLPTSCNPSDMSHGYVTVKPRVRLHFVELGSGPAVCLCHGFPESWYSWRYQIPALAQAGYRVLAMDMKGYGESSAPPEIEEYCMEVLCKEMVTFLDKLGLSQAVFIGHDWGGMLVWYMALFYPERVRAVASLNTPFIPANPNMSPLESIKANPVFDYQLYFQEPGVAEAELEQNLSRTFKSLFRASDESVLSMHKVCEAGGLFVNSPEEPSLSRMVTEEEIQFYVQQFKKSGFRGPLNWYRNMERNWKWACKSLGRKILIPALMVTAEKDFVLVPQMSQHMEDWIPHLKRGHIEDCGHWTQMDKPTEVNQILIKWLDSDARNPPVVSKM
Candida biofilm: kills Candida albicans biofilms; C. albicans biofilm + clotrimazole, Alamar Blue; inhibition, % at 6 µM; 85,000 compounds, 0.14% hits; AID 834;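 active means inhibition above 20%; inactive means inhibition below 20%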;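 further: preformed 24 hr biofilms exposed to compound for 48 hr; 0% = biofilm without compound and 100% = blank killed by clotrimazole plus chlorhexidine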
sEH inhibitor: inhibitors of human soluble epoxide hydrolase; 91,000 compounds, 0.34% hits; P34913; recombinant human sEH enzymatic activity assay; AID 707; inhibition, % at 2 µM; in the data active means inhibition above about 80%; further: values of inactives mirror those of a sister screen read the other way; many of its hits are not listed in these tables
* marks the source's active call; other numbers are inactive results; / = not tested or not shown; [ ] = remark or other dose.

SMILES | cytoskel mod | Smad3 inh | VCAM1 TNFa inh | ERb SRC1 inh | TNFa cytotox | HUVEC tox IL1B | sEH act | Candida biofilm | sEH inhibitor
CCCN(c1ccc(C(C)C)cc1)S(=O)(=O)c1c(C)noc1C | -7.7 | 0.0 | 5.5 | -8.7 | -5.8 | -12.5 | -9.9 | 7.3 | 11.1
CCCC(=O)Nc1c(C(=O)OCC)[nH]c2ccccc12 | 9.5 | / | 7.7 | / | -24.4 | 11.1 | 3.5 | / | -3.8
CCN(CC)S(=O)(=O)c1ccc2c(c1)nc(CCC(=O)Nc1cccc(C(F)(F)F)c1)n2CC | -5.0 | 8.3 | 9.3 | -11.0 | -11.3 | 0.0 | 7.4 | 4.3 | -9.1
CCOC(=O)N1CCN(C(=O)CN2C(=O)COc3ccc(C)cc32)CC1 | -1.4 | 6.8 | 6.8 | -5.6 | -2.8 | -21.9 | -2.2 | 7.2 | 1.7
C=CCn1c(C)cc(C(=O)CSc2nnc(-c3cccc(S(=O)(=O)N(CC)CC)c3)o2)c1C | -22.6 | 13.1 | 21.9 | 1.7[fluorescence artefact?] | 27.3 | -4.1 | -9.6 | 1.5 | 8.4
Cc1ccc(-n2c(C)nc3c(cnn3-c3ccc(F)cc3)c2=O)cc1C | 11.4 | 5.5 | 11.0 | -3.1 | -37.8 | 11.4 | -6.3 | 7.2 | 6.0
COc1cccc(C(O)c2nc3ccccc3n2C(C)C)c1 (stereo unspecified) | -8.4 | -8.3 | -2.8 | 9.9 | 33.9 | 17.0 | 13.0 | 0.7 | -10.9
Cc1cc2c(cc(C(=O)OCC(=O)NCc3cccs3)n2C(C)C)o1 | -4.3 | 5.0 | 36.0 | -1.7 | 15.9 | -4.3 | -9.4 | 8.8 | 5.4
COc1cccc(-c2cc(C(=O)N3CC4(C)CC3CC(C)(C)C4)no2)c1 (stereo unspecified) | 21.9 | -0.4 | 11.1 | -3.3 | -22.8 | -17.4 | -0.8 | 7.2 | 2.0
COc1ccc(C(=O)NCCn2cc(SCC(=O)Nc3cc(C)on3)c3ccccc32)cc1OC | -16.8 | -5.0 | -0.9 | -5.2 | 8.1 | -134.3 | -2.4 | -3.6 | 2.4
Cc1ccc(C(=O)N2CCCC2)cc1S(=O)(=O)Nc1ccccc1 | 4.4 | -1.9 | 3.6 | -1.8 | -9.6 | -3.7 | -3.6 | -3.8 | 4.8
CN(C)C(=O)CSc1nc(-c2ccccc2)nc2c1CCCC2 | 13.1 | 4.2 | 4.3 | -19.8 | -19.5 | -11.9 | -6.1 | 4.1 | 9.4
CC(=O)Nc1ccc(Nc2nc(C)nc3c2oc2ccccc23)cc1 | -4.1 | -2.9 | -3.8 | 6.3 | -20.7 | 4.1 | / | 10.1 | /
CC(=O)C1=C(O)C(=O)N(c2nccs2)C1c1ccc(Br)cc1 (stereo unspecified) | 12.1 | 15.3 | 2.1 | 4.9 | -24.4 | -10.7 | -6.0 | 0.6 | 2.6
COc1ccc(-c2nsc3c(N4CCN(S(=O)(=O)c5ccccc5F)CC4)ncnc23)cc1 | 2.9 | / | 5.1 | / | 8.8 | -3.9 | 4.2 | / | -3.8
COc1ccc(CNC(=O)/C=C/c2cc3c(cc2Br)OCO3)cc1 | -12.5 | / | -7.0 | / | 8.9 | -8.2 | -86.1 | / | 86.5*
O=C1OC(Nc2ccc3ncccc3c2)c2ccccc21 (stereo unspecified) | 9.1 | / | 1.4 | / | 4.0 | 2.0 | 3.0 | / | -3.4
Cc1ccc(C2C(=O)N(C3CCC(C)CC3)CC(=O)N2C2CC2)cc1 (stereo unspecified) | -31.3 | -4.9 | 6.6 | -10.8[fluorescence artefact?] | -31.6 | 10.2 | -10.2 | 0.6 | 8.6
O=C1Nc2ccc(Br)cc2C1=Nc1ccc(-c2nnc3n2CCCCC3)cc1 | 10.1 | 1.6 | -11.2 | 7.1[fluorescence artefact?] | -8.4 | 22.3 | 11.7 | -1.2 | -8.3
Cc1cccc(C)c1NC(=O)Nc1cccs1 | / | 4.2 | -1.0 | -10.0[fluorescence artefact?] | -14.2 | -2.0 | -1.5 | 1.8 | 2.0
CCn1c(NC(=O)Nc2cccc(C)c2C)cc2sccc21 | -5.1 | / | 4.5 | / | -0.4 | -1.9 | / | / | /
COc1ccc(C2C(C(C)=O)=C(C)N=c3s/c(=C\c4ccc5c(c4)OCO5)c(=O)n32)c(OC)c1 (stereo unspecified) | 12.0 | 10.4 | 8.1 | 3.2 | -5.4 | 94.4* | -4.0 | 7.3 | 6.8
CCCCOC(=O)Nc1ccc(C(=O)OC)cc1 | -16.5 | 3.6 | 9.5 | -3.8 | -17.5 | -9.9 | 17.6 | 3.4 | -19.2
COc1ccc(-c2[nH]ncc2-c2cnn(-c3ccccc3)c2)c(O)c1 | 2.7 | / | 10.4 | / | -37.0 | -19.8 | 2.9 | / | -4.5
Cc1ccc(C)c(N2CCN(C(=O)CN(C)S(=O)(=O)c3cnc[nH]3)CC2)c1 | -9.1 | 5.2 | -13.1 | -8.5 | -14.9 | 8.6 | -3.3 | 8.6 | 3.1
COc1ccc2cc3c(N)nn(C(=O)Cc4ccccc4OC)c3nc2c1 | -16.4 | -3.9 | -5.4 | 18.9[fluorescence artefact?] | 8.5 | -5.6 | 3.6 | -10.1 | -4.4
CCCCC(c1nnnn1CC1CCCO1)N1CCN(c2cc(Cl)ccc2C)CC1 (stereo unspecified) | -31.9 | 9.2 | 9.2 | -3.0 | -17.3 | -3.5 | -7.7 | 3.6 | 8.8
COCCN(C(=O)CN1CCc2ccccc2C1)c1c(N)n(Cc2ccccc2)c(=O)[nH]c1=O | 0.5 | 1.1 | -0.2 | -5.0 | 45.3 | -2.1 | 19.6 | 9.7 | -16.1
CCOC(=O)Cc1nnc(Nc2ccc(C)cc2)c2ccccc12 | 10.1 | -5.9 | 7.5 | -10.4 | -6.2 | -20.8 | 0.8 | -1.4 | 3.4
Cc1ccc(S(=O)(=O)NNC(=O)C2CCN(Cc3ccccc3)CC2)cc1 | 37.1 | / | 10.2 | / | -19.8 | -19.2 | 9.6 | / | -7.0

Structural class, the entries above containing two or more sulfur atoms (two)
SMILES | cytoskel mod | Smad3 inh | VCAM1 TNFa inh | ERb SRC1 inh | TNFa cytotox | HUVEC tox IL1B | sEH act | Candida biofilm | sEH inhibitor
C=CCn1c(C)cc(C(=O)CSc2nnc(-c3cccc(S(=O)(=O)N(CC)CC)c3)o2)c1C | -22.6 | 13.1 | 21.9 | 1.7[fluorescence artefact?] | 27.3 | -4.1 | -9.6 | 1.5 | 8.4
COc1ccc(-c2nsc3c(N4CCN(S(=O)(=O)c5ccccc5F)CC4)ncnc23)cc1 | 2.9 | / | 5.1 | / | 8.8 | -3.9 | 4.2 | / | -3.8

Later entries:
SMILES | cytoskel mod | Smad3 inh | VCAM1 TNFa inh | ERb SRC1 inh | TNFa cytotox | HUVEC tox IL1B | sEH act | Candida biofilm | sEH inhibitor
Nc1c(C(=O)OCC2CCCO2)c2nc3ccccc3nc2n1C1CCCCC1 (stereo unspecified) | -11.4 | 8.3 | -2.7 | -7.7 | -14.3 | -4.8 | -9.5 | 5.4 | 7.9
Cc1cc(Cl)ccc1OC(C)C(=O)Nc1ccccc1N1CCOCC1 (stereo unspecified) | / | 9.3[fluorescence artefact?] | 12.5 | 1.6 | -10.5 | 6.9 | -3.9 | 10.1 | 4.4
Cn1c(=O)[nH]c(=O)c2c1nc(N1CCCC1)n2CC(O)COc1ccccc1 (stereo unspecified) | 13.4 | 1.5 | 8.8 | -6.6 | -28.1 | -5.1 | 17.6 | 11.7 | -18.6
O=C(O)CNC(=O)c1ccccc1F | 50.7 | -9.7 | -1.3 | 3.9[fluorescence artefact?] | -33.9 | 5.8 | -5.4 | 0.3 | 4.7
Cc1cccc2cc(CN(Cc3nnnn3Cc3ccco3)C3CCCC3)c3nnnn3c12 | -29.2 | 11.9 | 0.9 | 1.0[fluorescence artefact?] | 1.2 | -22.1 | -1.5 | 0.2 | 0.9
O=C(/C=C/Nc1ccc(F)cc1)c1ccco1 | -6.5 | 5.8 | -13.8 | -5.3 | -3.7 | 5.1 | 7.5 | -1.9 | -3.8
CC(C)(C)c1ccc(CS(=O)(=O)CC2(O)CCN(C(=O)c3cccc(C(F)(F)F)c3)CC2)cc1 | 33.6 | / | 0.6 | / | -15.6 | -4.8 | 1.4 | / | -0.6
CCC(=O)c1ccc(OCCSc2ncccn2)cc1 | 9.9 | -8.9 | 27.9 | 1.3 | -6.3 | -30.2 | 28.2 | 7.3 | -32.7
O=C(NCC1CC1)c1ccc(Nc2nc3ccc(Br)cc3[nH]2)cc1 | 16.7 | / | 10.5 | / | -15.0 | -26.1 | -5.3 | / | 6.0
CC(C)C12CN3CC(C(C)C)(CN(C1)C3c1ccccc1O)C2=O (stereo unspecified) | -34.9 | 1.6 | -1.8 | -6.5 | -3.0 | -36.0 | -7.8 | 8.5 | 8.5
CCOC(=O)N1CCN(C2CC(=O)N(c3ccc(Oc4ccccc4)cc3)C2=O)CC1 (stereo unspecified) | 11.2 | -5.2 | 2.7 | -4.0[fluorescence artefact?] | -12.2 | -38.2 | -26.8 | 4.0 | 27.5
Cn1cc(S(=O)(=O)N2CCN(c3ccccc3F)CC2)c(=O)n(C)c1=O | -4.4 | 0.5 | -5.8 | -2.9 | -20.4 | -5.3 | -10.9 | 3.7 | 9.4
Cc1cccc(-c2nc3c(c(SCC(=O)N4CCOCC4)n2)CCCC3)c1 | -3.8 | 5.3[fluorescence artefact?] | -0.5 | -24.4 | -6.7 | -31.6 | 15.4 | 5.7 | -12.1
COc1ccc(C(=O)Nc2cccc(C(C)=O)c2)cc1S(=O)(=O)N1CCOCC1 | 4.0 | -17.4 | 1.1 | 21.5[fluorescence artefact?] | -14.0 | 4.3 | -21.4 | 0.4 | 20.4
CCOC(=O)C(=O)Nc1ccccc1C(N)=O | 5.2 | 9.6 | 5.6 | -18.2 | -13.3 | -20.2 | -3.0 | 3.0 | -0.5
CC1CCC(NC(=O)Nc2cccs2)CC1 (stereo unspecified) | 10.0 | 15.1 | -5.2 | -2.3 | -22.2 | -33.9 | -63.5 | 1.0 | 63.6
Cc1ccc(OCC(=O)NC2CCCC2)c(C)c1 | -31.3 | -19.3 | 19.5 | 6.7 | 0.7 | -22.0 | -13.4 | 5.0 | 13.1
CCOc1ccc(S(=O)(=O)N2CCc3ccccc3C2)cc1 | 10.6 | 9.1[fluorescence artefact?] | 7.0 | -10.2 | -12.5 | 0.8 | / | 5.2 | /
Fc1ccc(-n2c(Cc3ccccc3)nnc2SCc2nc(-c3ccc(Cl)cc3)no2)cc1 | -9.5 | -3.5 | -6.2 | 5.3 | -16.2 | 6.4 | -5.1 | 6.1 | 7.3
CCCc1nnc(SCc2ccc(OC)cc2)n1N | -17.2 | -1.7 | 4.0 | 3.8 | -1.3 | -7.4 | 6.8 | 6.9 | -5.5
COC(=O)c1ccc(Sc2ccc(Cl)cc2)c(N)c1 | -5.9 | -12.6 | 18.5 | 18.1[fluorescence artefact?] | -5.8 | -16.8 | 6.5 | 11.7 | -3.5
O=C(Nc1cccnc1)c1ccccc1-c1nc(-c2ccccc2F)no1 | -21.8 | 7.6 | -4.8 | -8.2[fluorescence artefact?] | -3.4 | -5.3 | 6.1 | -3.0 | -9.2
Cc1nn(-c2ccccc2)c2sc(C(=O)OC3CCOC3=O)cc12 (stereo unspecified) | 17.9 | -2.6 | -14.3 | 13.0[fluorescence artefact?] | -27.3 | 3.3 | 7.4 | 3.7 | -6.9
CCN(CC)S(=O)(=O)c1ccc(OC)c(NC(=O)c2cc([N+](=O)[O-])ccc2Cl)c1 | -1.9 | / | 1.9 | / | -7.0 | -7.0 | 1.6 | / | -1.2
CC(C)Cc1nnc(NC(=O)CSc2nc(N)cc(=O)[nH]2)s1 | 8.4 | 10.6 | -0.5 | -2.2 | -14.7 | -0.5 | -1.8 | 0.7 | 2.7

Only part of the results is shown. The share of hits here may be higher or lower than overall.
